# ABCB1 inh: ABCB1 efflux pump inhibitors, primary screen, cell-based, multiplex, flow cytometry, ABCG2 counter-screen. ATP-dependent translocase ABCB1 (Homo sapiens), P08183. CCRF-Adr cells, JC-1 efflux. inhibition, % at 6.6 µM. 0.067% of 190,000 active; in the data active means inhibition above about 40%;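 further: 0% = vehicle and 100% = reference inhibitor; higher value means more JC-1 retained so stronger ABCB1 efflux block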
# HRas wt GTP: modulators of GTP binding to HRas wildtype, primary screen, biochemical, bead-based flow cytometry, multiplex. GTPase HRas (Homo sapiens), P01112. GST-Ras wt beads, Bodipy-FL-GTP binding; actives lie on both sides. GTP binding activity, % at 10 µM. 0.14% of 190,000 active;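 active means GTP binding activity at least 20% away from the 100% baseline, either lowered as inhibitor or raised as activator; inconclusive means flagged as likely green fluorescent, judged across all proteins in the well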;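 further: 0% = unlabeled GTP competition control and 100% = no-compound control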
# Target sequence (P01112 whole entry, looked up): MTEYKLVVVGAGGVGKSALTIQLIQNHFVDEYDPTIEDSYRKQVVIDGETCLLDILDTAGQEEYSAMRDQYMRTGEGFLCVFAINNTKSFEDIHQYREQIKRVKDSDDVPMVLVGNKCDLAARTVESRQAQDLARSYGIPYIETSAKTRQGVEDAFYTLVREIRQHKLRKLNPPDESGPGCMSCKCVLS
# Avidin fluor: green autofluorescence of compounds with avidin beads – biophysical, 488/530 nm, flow cytometry, artefact control, profiling panel; compound fluorescence 488/530 nm; hits give high values; fluorescence (KMESF) at 10 µM; 0.38% of 220,000 active; AID 1775, 2009; in the data active means fluorescence above about 47; further: inactives centre near 10
# Rab2A wt mod: modulators of GTP binding to Rab2A wildtype, primary screen, biochemical, dog, bead-based flow cytometry, multiplex; Ras-related protein Rab-2A (Canis lupus familiaris), P61105; GST-Rab2 wt beads, Bodipy-GTP binding; GTP binding activity, % at 10 µM; 0.19% of 190,000 active; AID 760, 2007;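 active means GTP binding activity at least 20 points away from 100%, either lowered or raised; inconclusive means signal likely due to the compound's own green fluorescence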;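 further: 0% = beads with excess unlabeled GTP and 100% = no-compound control corrected for plate trend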
# GSH fluor: compound fluorescence on glutathione beads, profiling panel, artefact control, biophysical, 488/530 nm, flow cytometry. GSH beads flow cytometry, compound fluorescence 488/530 nm; hits give high values. fluorescence (KMESF) at 10 µM. 0.25% of 190,000 active. AID 1776, 2009; in the data active means fluorescence above about 89;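 further: glutathione beads carrying GST-tagged Bcl family fusion proteins plus one bare bead set; values are compound well signal with DMSO vehicle wells as background; inactives centre near 16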
# Pf gametocyte: late stage P. falciparum gametocyte viability inhibitors, primary screen, ATP luminescence, HTS; P. falciparum stage V gametocytes, 24 h; inhibition, % at 10.9 µM; 0.065% of 150,000 active; AID 743093, 2013;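 active means inhibition above the mean plus 3 SD of compounds within the control limits, set per campaign, cut at about 38% in these data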;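 further: 0% = DMSO wells and 100% = medium only without gametocytes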
# Rac1 act GTP bind: GTP binding modulators of activated mutant Rac1, primary screen, biochemical, bead-based flow cytometry, multiplex, fluorescent GTP; 0.11% of 190,000 active; GST-Rac1 activated beads; actives lie on both sides; 100% means binding = to untreated wells; percent activity (GTP binding), % at 10 µM; Ras-related C3 botulinum toxin substrate 1 (Homo sapiens), P63000; AID 764, 2007;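 active means GTP binding at least 20 percentage points away from the 100% baseline, in either direction, so actives lie on both sides; inconclusive means Compound likely fluorescent itself, or too few beads counted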
# Rab7 wt GTP bind: modulators of GTP binding to Rab7, primary screen, biochemical, wildtype, multiplex bead flow cytometry; GST-Rab7 beads, fluorescent GTP binding; actives lie on both sides; untreated = 100%, excess cold GTP = 0%; GTP binding activity (percent of control), % at 10 µM; Rab7 GTPase wild type (dog), Bodipy-FL-GTP binding; 0.055% of 190,000 active;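 active means fluorescent GTP binding to Rab7 beads changed by at least 20 points from the 100% baseline, either direction, mostly lower; inconclusive means compound itself probably fluorescent, or too few beads counted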;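 further: median green fluorescence of bound Bodipy-FL-GTP per Rab7 bead population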
# Cdc42 wt GTP: modulators of GTP binding to wildtype Cdc42, primary screen, biochemical, multiplex bead flow cytometry, Bodipy-GTP; percent activity (GTP binding), % at 10 µM; GST-Cdc42 beads; actives lie on both sides; 0.2% of 190,000 active; Cell division control protein 42 homolog (Homo sapiens), P60953;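 active means percent activity GTP binding at least 20 points away from the 100% baseline, either down as inhibitor or up as activator; inconclusive means compound flagged as likely green fluorescent from well-wide comparison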;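 further: median bead fluorescence of bound Bodipy-FL-GTP at 100 nM; 0% = excess unlabeled GTP control and 100% = no compound control; below 100% means less GTP binding so inhibitor and above means activator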
# Target sequence (P60953 whole entry, looked up): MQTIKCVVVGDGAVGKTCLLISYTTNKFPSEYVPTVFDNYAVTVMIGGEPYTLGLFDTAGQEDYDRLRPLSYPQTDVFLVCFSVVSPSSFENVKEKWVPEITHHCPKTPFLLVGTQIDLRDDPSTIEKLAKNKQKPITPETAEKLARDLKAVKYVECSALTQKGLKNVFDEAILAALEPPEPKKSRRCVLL
# ABCG2 inh: ABCG2 efflux pump inhibitors, primary screen, multiplex with ABCB1, IgMXP3 cells, flow cytometry. AID 1325, 2008. JC-1 efflux. 0.1% of 190,000 active. inhibition, % at 6.6 µM. Broad substrate specificity ATP-binding cassette transporter ABCG2 (Homo sapiens), Q9UNQ0;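 active means inhibition above 80%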;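 further: 0% = DMSO and 100% = nicardipine control wells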
# Target sequence (Q9UNQ0 whole entry, looked up): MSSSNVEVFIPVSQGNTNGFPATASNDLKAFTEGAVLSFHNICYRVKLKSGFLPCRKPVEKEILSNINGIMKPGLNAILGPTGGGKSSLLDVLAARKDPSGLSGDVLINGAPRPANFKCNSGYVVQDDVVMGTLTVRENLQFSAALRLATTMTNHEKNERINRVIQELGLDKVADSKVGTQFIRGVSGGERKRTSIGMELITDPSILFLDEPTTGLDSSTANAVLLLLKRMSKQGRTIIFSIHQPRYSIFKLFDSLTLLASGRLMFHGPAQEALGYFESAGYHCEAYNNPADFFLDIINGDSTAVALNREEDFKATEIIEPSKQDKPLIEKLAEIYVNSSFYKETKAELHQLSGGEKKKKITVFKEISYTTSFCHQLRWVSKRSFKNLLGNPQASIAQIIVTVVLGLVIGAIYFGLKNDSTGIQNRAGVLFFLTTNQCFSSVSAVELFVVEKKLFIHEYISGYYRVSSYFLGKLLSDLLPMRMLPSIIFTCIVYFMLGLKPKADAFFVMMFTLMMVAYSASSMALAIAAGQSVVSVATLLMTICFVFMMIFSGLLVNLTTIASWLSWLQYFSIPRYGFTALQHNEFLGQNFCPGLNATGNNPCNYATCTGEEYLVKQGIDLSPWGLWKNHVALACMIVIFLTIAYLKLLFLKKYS
#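 Test system: IgMXP3 (ABCG2) plus far-red-tagged CCRF-Adr (ABCB1) cells / Amount: 3 million cells/mL in well / Reagent: JC-1 transporter substrate / Timing: 10 min compound exposure, 25 °C / Signal: flow cytometry, 530 nm JC-1 signal / Read-out: percent efflux inhibition, scaled nicardipine 100% to DMSO 0% / Benchmarks: nicardipine as high control, DMSO as low control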
# Rac1 wt GTP bind: wildtype Rac1 GTP binding modulators, primary screen, biochemical, GST-Rac1 beads, flow cytometry, multiplex; GTP binding activity (% of control), % at 10 µM; fluorescent GTP binding; actives lie on both sides; 0 = cold GTP competed, 100 = untreated; Ras-related C3 botulinum toxin substrate 1 (Homo sapiens), P63000; 0.27% of 190,000 active;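 active means GTP binding activity at least 20 points away from the 100% control level, either lower or higher; inconclusive means compound flagged as likely green fluorescent, judged across all proteins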
# Numbers without * were called inactive; ? = inconclusive; · = no result given.
SMILES,ABCB1 inh,HRas wt GTP,Avidin fluor,Rab2A wt mod,GSH fluor,Pf gametocyte,Rac1 act GTP bind,Rab7 wt GTP bind,Cdc42 wt GTP,ABCG2 inh,Rac1 wt GTP bind
Cc1cc(/C=C(\C#N)C(=O)Nc2ccc(Cl)cc2)c(C)n1-c1ccc(N2CCOCC2)c([N+](=O)[O-])c1,-0.3,100,3,101,12,10,101,100,101,-2,105
CC(C(N)=O)N1c2cccc3cccc(c23)S1(=O)=O (stereo not given),1.6,96,10,96,13,-13,97,94,95,-1,97
CCCN1CCc2c(sc(NC(=S)NC(=O)c3ccccc3)c2C#N)C1,0.6,99,8,97,20,1,95,95,102,9,104
CC(C)N(Cc1ccccc1)C(=O)COC(=O)c1cnccn1,0.0,97,11,95,16,14,95,97,95,0,100
COc1ccc(S(=O)(=O)NCCSCc2ccco2)cc1Cl,-3.5,99,8,97,12,-81,96,97,97,-11,98
C(=N\c1ncnc2sccc12)/NOCc1ccccc1,0.7,101,32,100,11,-15,99,99,102,9,101
CN(C)c1ccc(/C=N\NC(=O)CC#N)cc1,-0.1,?,25,?,10,30,?,?,?,0,?
COc1ccc(OC)c(S(=O)(=O)Nc2ccc(C)c(C)c2)c1,0.3,99,5,97,15,·,98,98,101,1,99
Nn1c(=O)c2ccccc2n2c(SCc3ccc(C(F)(F)F)cc3)nnc12,0.5,103,12,105,20,·,99,95,102,1,97
CC1=NOC(=O)/C1=C\c1ccc(-c2cccc(Cl)c2)o1,-0.7,100,25,100,15,·,98,103,101,-2,99
CCN(CC)c1ccc(/C=N/N2CCN(Cc3ccccc3)CC2)cc1,2.0,97,8,98,19,-5,93,93,97,2,98
O=C(COc1ccccc1)N1CCN(C(=O)c2cccs2)CC1,0.9,100,34,99,25,-37,99,98,99,7,103
CC1CCN(c2ccccc2NC(=O)c2ccc(N3CCOCC3)c([N+](=O)[O-])c2)CC1,1.5,102,13,101,31,-16,101,101,103,6,103
CCOc1cc(C(=O)NC(C)c2ccncc2)cc(OCC)c1OCC (stereo not given),-0.2,102,15,105,35,·,101,106,105,7,113
CCOc1c2ccc(C(=O)NC3CCCc4ccccc43)cc2nn1CC (stereo not given),0.8,98,10,97,67,·,95,98,98,5,97
COC(=O)c1sccc1NC(=O)c1ccc(OC)cc1,0.7,96,10,97,11,23,93,99,94,7,93
CCOCCCNC(=O)Cn1cc2c(n1)CCCCC2,0.9,99,19,99,14,·,101,97,100,18,102
CCn1c(SCC(N)=O)nc2ccccc2c1=O,0.2,100,13,101,15,-3,99,101,102,10,103
O=C(NNC(=S)Nc1cccc(C(F)(F)F)c1)c1ccc(Cl)cc1Cl,0.3,98,15,96,9,·,98,97,96,1,99
CCNS(=O)(=O)c1ccc(NC(=O)c2c(-c3ccccc3)noc2C)cc1,1.6,96,3,94,11,-15,93,96,95,10,96
CSc1nnc2c(n1)OC(c1ccccn1)N(C(C)=O)c1ccccc1-2 (stereo not given),0.0,96,8,96,10,·,95,103,97,-1,97
Cc1n[nH]c(=S)c2nn(-c3ccccc3F)c(C)c12,0.1,?,9,?,11,·,?,?,?,1,?
COc1ccccc1N1CCN(CC(=O)Nc2ccc(-n3cnnn3)cc2)CC1,1.7,99,6,101,19,-7,94,106,97,15,100
CCOc1ccc(S(=O)(=O)n2cc(F)c(=O)[nH]c2=O)cc1,0.0,96,10,96,11,6,95,102,94,5,96
C=CCNC(=S)NNC(=O)c1ccc(=O)n(Cc2ccccc2)c1,1.0,100,9,102,17,13,98,107,95,3,102
Cc1ccc(NC(=O)Nc2ccccc2C#N)c(Cl)c1,0.0,104,11,106,16,·,104,102,106,1,104
N#Cc1ccc(OCc2nnc(SCC(=O)c3ccccc3)n2-c2ccccc2)cc1,2.5,97,11,97,17,·,95,94,98,6,101
O=C(NCc1ccccc1)C1=C[C@@H](c2ccccc2)C[C@@H](OCc2ccc(CO)cc2)O1,0.6,93,5,92,20,·,93,96,93,2,93
COc1ccc(-c2cn[nH]c2N)cc1,1.4,99,24,101,26,·,100,97,105,35,105
O=C(c1cc(-c2ccco2)on1)N1CCOCC1,-0.1,102,9,101,27,-6,99,96,102,0,101
CCCCNC(=O)NC(C(=O)OC)C12CC3CC(CC(C3)C1)C2 (stereo not given),1.7,98,3,99,11,-46,97,102,97,13,99
C=CCNc1nc(-c2ccc([N+](=O)[O-])cc2)cs1,·,105,7,104,12,-18,100,98,102,14,103
CCOCCCNC(=O)CNC(=S)N(Cc1ccccc1F)C1CCCCC1,2.8,102,33,103,23,9,100,99,105,19,107
COC(=O)c1ccc(/C=N/OCC(=O)Nc2cc(F)ccc2F)cc1,-0.1,95,12,89,13,·,94,91,96,5,93
Oc1ccc(-c2[nH]ncc2-c2cccc3cccnc23)c(O)c1,0.0,105,33,104,16,·,103,103,105,0,104
CCCCCCCC(=O)NNC(=O)CC(=O)Nc1ccccc1C(=O)O,0.5,100,18,99,18,7,99,101,98,0,100
COc1ccc2nc(N3CCC(C)CC3)c(C#N)cc2c1,0.2,93,9,91,15,·,92,96,94,2,92
COc1cc(NC(=O)CCNC(=O)Cn2cnc3ccccc3c2=O)cc(OC)c1OC,-0.5,101,8,98,38,·,99,102,99,0,102
C=CCOc1ccc(/C=N/NC(C)=O)cc1OCC,0.5,94,9,96,23,·,95,94,95,3,98
COc1ccc(NCc2nnc(SCCN3CCCCC3)n2-c2ccc(C)cc2)cc1,0.0,99,11,100,21,-10,95,105,96,0,100
O=C1CCCC2=C1C(c1ccc(Cl)cc1)N1C(=O)CCSC1=N2 (stereo not given),1.7,102,6,102,17,·,98,101,100,4,103
CC(C)(C)C1c2[nH]c3ccccc3c2CCN1CCCn1cccn1 (stereo not given),2.3,100,7,98,10,11,98,103,100,4,99
COc1ccc(-c2csc(NC(=O)c3cccc(S(=O)(=O)N4CCN(C)CC4)c3)n2)cc1,-2.7,100,21,99,19,·,97,97,100,-2,101
O=C(Nc1ccc2c(c1)OCO2)c1ccc(COc2ccc3c(c2)CCC3)o1,0.3,96,15,93,22,·,93,99,96,5,95
COC(=O)c1cn(CC(=O)N2C(C)CCCC2C)c2ccccc12 (stereo not given),0.8,101,5,102,14,·,97,104,101,2,105
CC(C)Cn1c2c(c(O)c(C(=O)Nc3ncccc3O)c1=O)CCCC2,0.4,103,17,102,24,·,99,103,101,1,101
CCOc1ccc(N2CC(=O)N/C2=N\c2nc(C)cc(C)n2)cc1,0.8,102,11,102,59,-10,102,102,108,8,110
O=c1[nH]c(Nc2ccc(F)cc2)cc2ccccc12,0.3,101,7,98,40,-7,96,97,99,14,105
Cc1ccc(-c2csc3ncnc(Oc4cccc5ccc(C)nc45)c23)cc1,2.2,99,7,97,16,·,98,100,94,12,101
Cc1onc(-c2c(F)cccc2Cl)c1C(=O)OCc1cnc(Cl)s1,0.5,95,8,92,14,10,96,95,98,2,97
Cc1nc2c(C#N)c[nH]n2c(=O)c1Cc1ccccc1,0.4,97,24,98,55,8,96,101,94,1,100
O=C(O)Cc1ccc2oc(-c3cccnc3)nc2c1,-0.1,99,11,96,13,4,93,105,95,0,98
CCCc1cc(=O)[nH]c(SCCN2C(=O)c3ccccc3C2=O)n1,-0.1,99,26,99,61,-30,97,105,96,1,98
Cc1sc2nc(SCC(=O)O)[nH]c(=O)c2c1C,0.5,92,8,92,66,-5,89,101,93,4,90
CC(C)NC(=O)c1onc(CSc2ccc(C(C)C)cc2)c1C(=O)O,0.3,95,11,91,37,11,91,95,93,1,92

# Molecules from the list above containing a cyano group (seven):
SMILES,ABCB1 inh,HRas wt GTP,Avidin fluor,Rab2A wt mod,GSH fluor,Pf gametocyte,Rac1 act GTP bind,Rab7 wt GTP bind,Cdc42 wt GTP,ABCG2 inh,Rac1 wt GTP bind
Cc1cc(/C=C(\C#N)C(=O)Nc2ccc(Cl)cc2)c(C)n1-c1ccc(N2CCOCC2)c([N+](=O)[O-])c1,-0.3,100,3,101,12,10,101,100,101,-2,105
CCCN1CCc2c(sc(NC(=S)NC(=O)c3ccccc3)c2C#N)C1,0.6,99,8,97,20,1,95,95,102,9,104
CN(C)c1ccc(/C=N\NC(=O)CC#N)cc1,-0.1,?,25,?,10,30,?,?,?,0,?
Cc1ccc(NC(=O)Nc2ccccc2C#N)c(Cl)c1,0.0,104,11,106,16,·,104,102,106,1,104
N#Cc1ccc(OCc2nnc(SCC(=O)c3ccccc3)n2-c2ccccc2)cc1,2.5,97,11,97,17,·,95,94,98,6,101
COc1ccc2nc(N3CCC(C)CC3)c(C#N)cc2c1,0.2,93,9,91,15,·,92,96,94,2,92
Cc1nc2c(C#N)c[nH]n2c(=O)c1Cc1ccccc1,0.4,97,24,98,55,8,96,101,94,1,100

# 3 of the entries above in order of the Rab7 wt GTP bind value, high to low.
Compound,HRas wt GTP,Avidin fluor,Rab2A wt mod,GSH fluor,Rab7 wt GTP bind,Cdc42 wt GTP,ABCG2 inh
COC(=O)c1cn(CC(=O)N2C(C)CCCC2C)c2ccccc12 (stereo not given),101,5,102,14,104,101,2
Cc1nc2c(C#N)c[nH]n2c(=O)c1Cc1ccccc1,97,24,98,55,101,94,1
Cc1ccc(-c2csc3ncnc(Oc4cccc5ccc(C)nc45)c23)cc1,99,7,97,16,100,94,12
